Bioassay records: PubChem, National Center for Advancing Translational Sciences (NCATS)
aGal spleen mod: inhibitors or activators of human alpha-galactosidase in spleen homogenate | Potency, µM (highest dose often 80 µM), for the others: at the highest dose activity change, negative = inhibition, hits mostly inhibitors | human spleen homogenate, 4MU-alpha-Gal fluorescence, 40 min | P06280 | 0.008% of 240,000 active;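 further: potency means the concentration at half of the fitted maximal effect; 0% = enzyme with vehicle and -100% = no enzyme basal signal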
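Spleen homogenate 1 ug + cpd (titration) + 4-MU-alpha-D-galactopyranoside 1 mM; 37C 40 min; 50 mM citrate/phosphate pH 5.0, 0.01% Tween-20; stop pH 10; fluorescence 365/440; AC50 via Hill.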
Epigenetic derep: derepresses silenced GFP reporter in murine cells; 0.2% of 280,000 active; AID 1865; murine LDR cells, GFP reporter derepression, 30 h; Potency, µM (top dose mostly 53.9 µM), for the others: top-dose GFP activation, actives largely listed as activators; further: potency means the concentration at half of the fitted maximal effect; % of control where 0% means no effect; nearly all actives have a fitted effect of over 60% in size
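Reporter derepression read as number of fluorescent GFP-positive objects, 20-120 um in size, counted by laser-scanning cytometer. Mouse LDR line with an epigenetically silenced CMV-GFP locus; compound incubation 30 h, 37 C.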
KinaseGlo FLuc: counter-screen: inhibitors of Kinase-Glo firefly luciferase; Q27757; 0.28% of 200,000 active; Kinase-Glo luciferase, ATP luminescence, 8 min; Potency, µM (top dose mostly 38.3 µM), for inactives: at the top dose activity change, negative = inhibition, hits mostly inhibitors; further: potency means the concentration at half of the fitted maximal effect; on the % scale 0 is the no-effect control and ±100 the full control effect; nearly all actives have a fitted effect of over 60% in size
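Recombinant Kinase-Glo luciferase, 10 uM ATP (linear range), luciferin; imidazole pH 7.2 / KCl / MgCl2 / Tween / BSA buffer; 8 min RT; luminescence.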
CBFb RUNX1 block: inhibitors of human CBF-beta and RUNX1 interaction; Potency, µM (series often up to 59.8 µM), inactives show at the highest dose activity, negative = inhibition, actives largely listed as inhibitors; 230,000 tested, under 10 active; AlphaScreen CBFb-His/RUNX1-biotin binding, biochemical; AID 1477; further: % of control where 0% means no effect
Target sequence (Q01196 whole entry, looked up): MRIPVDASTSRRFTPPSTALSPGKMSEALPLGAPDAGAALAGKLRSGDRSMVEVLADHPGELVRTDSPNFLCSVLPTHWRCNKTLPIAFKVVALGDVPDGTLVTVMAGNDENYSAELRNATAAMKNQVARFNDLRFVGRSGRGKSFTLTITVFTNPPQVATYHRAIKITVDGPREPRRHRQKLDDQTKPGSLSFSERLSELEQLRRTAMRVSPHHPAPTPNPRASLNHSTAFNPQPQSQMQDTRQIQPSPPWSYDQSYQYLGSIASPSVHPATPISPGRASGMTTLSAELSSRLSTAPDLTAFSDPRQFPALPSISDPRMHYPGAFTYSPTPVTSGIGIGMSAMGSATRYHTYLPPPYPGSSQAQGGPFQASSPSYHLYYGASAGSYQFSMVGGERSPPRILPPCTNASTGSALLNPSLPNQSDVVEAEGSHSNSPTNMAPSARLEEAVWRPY
Target sequence (Q13951 whole entry, looked up): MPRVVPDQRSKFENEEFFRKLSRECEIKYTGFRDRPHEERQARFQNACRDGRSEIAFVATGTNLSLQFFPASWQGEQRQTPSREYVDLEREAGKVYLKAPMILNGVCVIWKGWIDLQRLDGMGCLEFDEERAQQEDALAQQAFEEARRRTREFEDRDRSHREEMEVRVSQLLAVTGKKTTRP
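CBFb-His/RUNX1-biotin, 30 nM each, preincubated 20 min RT; compound 15 min RT; Ni + streptavidin beads 50 ng each, 90 min RT; AlphaScreen read.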
NPSR antagonist: neuropeptide S receptor (human) antagonism, cAMP. CHO-NPSR cells, cAMP TR-FRET, antagonist mode. Potency, µM (highest dose often 38.3 µM), inactives show at the top dose activity change, negative = inhibition, most hits filed as inhibitors. Q6W5P4. 1% of 220,000 active; further: potency means the concentration at half of the fitted maximal effect; on the % scale 0 is the no-effect control and ±100 the full control effect; nearly all actives have a fitted effect of over 50% in size; many of its hits are not listed in these tables
Target sequence (Q6W5P4 whole entry, looked up): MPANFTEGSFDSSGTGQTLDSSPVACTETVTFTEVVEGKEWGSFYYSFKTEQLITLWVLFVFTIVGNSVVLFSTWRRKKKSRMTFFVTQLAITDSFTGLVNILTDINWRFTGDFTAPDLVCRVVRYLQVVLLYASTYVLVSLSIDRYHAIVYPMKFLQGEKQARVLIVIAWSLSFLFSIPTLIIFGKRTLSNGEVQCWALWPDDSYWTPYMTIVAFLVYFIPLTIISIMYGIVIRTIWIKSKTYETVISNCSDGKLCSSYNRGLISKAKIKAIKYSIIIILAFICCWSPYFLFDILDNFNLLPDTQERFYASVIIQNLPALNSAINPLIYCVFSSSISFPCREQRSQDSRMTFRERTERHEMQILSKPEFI
IMPase Li inh: IMPase inhibition in cells with lithium potentiation; CHO-M1 cells, IP1 TR-FRET (IP-One), carbachol + lithium; Potency, µM (titrated, usually from 59.4 µM), inactives show top-dose activity, negative = IMPase inhibition, hits mostly inhibitors; 0.35% of 210,000 active; AID 1457;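 further: IP1 builds up when IMPase is blocked and the TR-FRET signal falls; potency means the concentration at half of the fitted maximal effect; plate controls were basal vehicle for no effect and high inhibitor control for full effect; nearly all actives have a fitted effect of over 50% in size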
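CHO-M1, 2000 cells/well, 16–30 h culture; cpd + low Li+, 30 min 37C; lysis with d2-IP1/Eu-anti-IP1 Ab, 10 min RT; TR-FRET 665/620 ratio and 620 channel; AC50 via Hill.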
Lamin A splicing: changes lamin A minigene splicing in HeLa cells; HeLa LMNA splicing GFP/RFP minigene ratio, 48 h; Potency, µM (titrated, usually from 46.1 µM), inactives show at the top dose ratio change, negative = inhibition, most hits filed as inhibitors; 0.01% of 200,000 active; AID 1487; active means well fitted inhibition curve with a large enough effect in the signal ratio, with a control signal flat, not every such curve was filed as active; inconclusive means small, poorly fitted or top-dose-only effect, or effect the other way, or a change in a side signal; the % refers to the signal ratio; further: potency means the concentration at half of the fitted maximal effect; on the % scale 0 is the no-effect control and ±100 the full control effect
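S3 HeLa stable clones carrying a lamin A-EGFP splicing minigene plus DsRed2 were seeded at 600 cells/well in Opti-MEM with 2% FBS, pin-dosed and incubated 48 h at 37°C. Acumen cytometry (488 nm) gave the GFP/RFP total-intensity ratio.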
The depositor's hits bear a star; ? = inconclusive; / = not tested or not shown; & = joins results of further samples; [ ] = remark or other dose. Unless noted, the call rests on the fitted dose curve; in most records, active means well fitted curve in the direction sought with a large enough effect; inconclusive means small, poorly fitted or top-dose-only effect, or another doubt; inactive means no such curve, though single readings can be large; an effect the other way counts as inactive or inconclusive.

nr | SMILES | aGal spleen mod | Epigenetic derep | KinaseGlo FLuc | CBFb RUNX1 block | NPSR antagonist | IMPase Li inh | Lamin A splicing
1 | O=C(c1cccc(F)c1)N1CCN(Cc2ccco2)CC1 | -5% | 1.1% | -6% | 3% | 4%[46.1 µM] | 1%[38.3 µM] | 0%
2 | Cc1cc(Br)cc2c1NC(=O)C2(O)CC(=O)c1ccco1 (centres undefined) | -2% | -3.0% | 3% | -2% | 7% | -11% | /
3 | C[C@H]1Cc2c(-c3ccccc3)nc3c(c2CO1)CN(S(=O)(=O)c1ccc(C#N)cc1)CC3 | 4%[17.5 µM] | / | -8%[7.66 µM] | 4%[13.1 µM] | / | 0% | -9%[9.22 µM]
4 | C#CCOCCOCCOCCNc1nc(N2CCN(C(=O)[C@H](CCC(=O)O)n3cc(C(N)Cc4ccc(O)cc4)nn3)CC2)nc(N2CCN(C(=O)[C@H](Cc3ccc(O)cc3)n3cc(C(N)[C@H](C)CC)nn3)CC2)n1 (some centres undefined) | -19% | -0.9% | / | -6% | 14% | / | /
5 | O=C(Nc1ccccc1)c1ccc(NCC2CCCO2)c(S(=O)(=O)N2CCOCC2)c1 (centres undefined) | 1% | -0.8% | 3% | -4% | -18%[46.1 µM] | 10% | -14%
6 | Cc1ccccc1C(=O)NC1CCN(CC(=O)Nc2c(C)cccc2C)CC1 | 7% | 8.2% | -1% | 12% | 0%[46.1 µM] | 0% | -6%
7 | Cc1cc(C)c2nc(NC(=O)C3CC(=O)N(Cc4ccco4)C3)sc2c1 (centres undefined) | 4% | -0.1% | -1% | -11% | -12% | 4% | ?
8 | Cc1cc(NC(=O)C2CC(c3c(F)cccc3Cl)=NO2)n(-c2ccccc2)n1 (centres undefined) | 2% | -1.3% | -2% | -1% | 5% | 5% | /
9 | COc1ccc(S(=O)(=O)N2CCOCC2)cc1NC(=O)CCc1c[nH]c2ccccc12 | -2% | -1.2% | 5% | -19% | -3% | 1% | -18%[46 µM]
10 | COc1ccc([N+](=O)[O-])cc1NC(=O)COC(=O)c1ccccc1O | 4% | 1.1% | / | 0% | -3% | / | /
11 | O=C(COC(=O)c1cc(=O)[nH]c2ccc(Br)cc12)c1ccccc1 | 0% | 1.1% | -5% | 7% | 0% | 4% | -3%[46 µM]
12 | COc1cc(C)ccc1OCCOc1c(Cl)cc(Cl)cc1Cl | -4% | -1.0% | / | 5% | -18%[46.1 µM] | / | 2%
13 | COc1ccccc1NS(=O)(=O)c1cccc(NC(=O)Cc2cccs2)c1 | 0% | 0.0% | 0% | 0% | 5% | 2% | ?
14 | O=C(NN=C1CCCC1)c1n[nH]c2c1CCCC2 | 2% | 7.6% | 13µM* | 3% | 9% | 2% | 5%[46 µM]
15 | Cc1cccc(N/C(N)=N/c2nc(C)cc(=O)[nH]2)c1 | 3% | 7.2% | -5% | 3% | -25% | -5% | /
16 | COc1ccc(-c2nc(-c3ccccc3)c(NC(C)C)o2)cc1 | -1% | -1.1% | -1% | 14% | / | 9% | /
17 | COC(=O)C1=C(C)OC(N)=C(C#N)C1c1cc2cc(C)ccc2nc1Cl (centres undefined) | -6% | -4.2% | 2% | -3% | -19% | 2% | -15%[46 µM]
18 | Oc1cc2ccccc2nc1-c1ccccc1Cl | ? | 0.9% | / | 5% | 19% | / | /
19 | O=C(COc1ccccc1/C=C1\SC(=O)NC1=O)Nc1ccc(F)cc1 | 0% | 6.2% | 0% | -8% | -26% | 3% | /
20 | O=C1N=c2ccccc2=C1c1sc(NS(=O)(=O)c2ccccc2)nc1O | -4% | 0.0% | -1% | 17% | -13% | 0% | /
21 | Cc1cc(Nc2ccc(Br)cc2F)n2nc(C)nc2n1 | 0% | 0.0% | 0% | -5% | -4%[46.1 µM] | 1% | -4%
22 | CCc1ccc2[nH]c(=O)c(CN(Cc3ccc4c(c3)OCO4)Cc3nnnn3C3CCCC3)cc2c1 | 3% | -1.0% | 1% | -16% | ? | 29%[38.3 µM] | -14%
23 | COc1ccc(OC)c(S(=O)(=O)Nc2ccc(C(C)=O)cc2)c1 | -3% | -1.0% | / | 5% | -7%[46.1 µM] | / | 4%
24 | O=c1[nH]c(-c2ccccc2)nc2sc(-c3ccccc3)cc12 | -1% | ? | 1% | 7% | -21% | -8% | /
25 | Cc1cc(C)n(-c2nnc(C)n2/N=C/c2cc(Br)ccc2OCc2ccccc2)n1 | -11% | 2.6% | 0% | 0% | ? | 10%[38.3 µM] | ?
26 | O=C(NC(=S)Nc1ccc(Cc2ccncc2)cc1)c1ccccc1F | -9% | 0.5% | 5% | -2% | -7% | 6% | /
27 | CC[C@@H](c1ccccc1)n1c(=O)n2n(c1=O)[C@H]1[C@H](O)[C@H]3O[C@@H]3/C(=N/OCc3ccccc3)[C@@H]1CC2 | -1%[17.5 µM] | 0.0%[10.1 µM] | / | 3%[13.1 µM] | / | / | /
28 | Cc1ccc(-c2nn3cnnc3c3ccccc23)cc1C | 1% | 1.1% | -3% | 1% | -4% | 9% | -7%[46 µM]
29 | NC(=O)[C@H]1CC2(CC(c3cccc(NC(=O)COc4ccc(Cl)cc4)c3)=NO2)CN1C(=O)c1ccc(Cl)cc1 (some centres undefined) | 17% | 1.6% | / | 7% | -24% | / | /
30 | Cc1cc(C)c(-c2c(O)c3cnn(-c4ccccc4)c3[nH]c2=O)c(C)c1 | -6% | -5.9% | -5% | 6% | -7% | -4% | ?

More structures follow.
nr | SMILES | aGal spleen mod | Epigenetic derep | KinaseGlo FLuc | CBFb RUNX1 block | NPSR antagonist | IMPase Li inh | Lamin A splicing
31 | Cc1nc2ccccc2n1C1CCN(CC(=O)Nc2ccccc2Br)CC1 | -7% | -1.1% | 0% | 2% | ? | 18% | -1%[46 µM]
32 | Cc1ccc(N2CCN(/N=C/c3cccs3)CC2)cc1 | 11% | 0.0% | 0% | -2% | -10%[46.1 µM] | -4% | -14%
33 | COc1ccccc1/C=N/NC(=O)c1cccc(OC(F)(F)C(F)F)c1 | -1% | -1.9% | 2% | 1% | -1% | -4% | -6%
34 | Cc1ccc(-n2cc(C(=O)c3ccc4ccccc4c3O)cn2)cc1 | 3% | 0.9% | -2% | -5% | -10%[46.1 µM] | 13%[38.3 µM] | -4%
35 | COc1cccc(C(=O)NN2c3ccccc3CCc3ccccc32)c1 | 6% | 0.9% | 2% | -19% | -5% | -6% | 0%
36 | Cc1cccc(C2CC(c3ccc(Br)cc3)Nc3nc(N)nn32)c1 (centres undefined) | -15% | -0.2% | -2% | -7% | -14%[46.1 µM] | 9%[38.3 µM] | -7%
37 | Cn1nc([N+](=O)[O-])nc1Sc1ccc(Cl)cc1 | -4% | -2.0% | 0% | 0% | 25% | 7% | -11%
38 | S=C(Nc1ccccc1)N1CCN(C2CCCCC2)CC1 | 4% | 0.0% | 3% | 6% | 1%[46.1 µM] | 6%[38.3 µM] | ?
39 | CCC(=O)Nc1cc2[nH]c(=O)cc(C)c2cc1C | 8% | 2.3% | 2% | 2% | 14% | 7% | 4%[46 µM]
40 | COc1ccc(C(=O)N/N=C/c2sc(N3CCOCC3)nc2-c2ccccc2)cc1OC | -2% | -3.5% | -2% | -4% | -16% | 17% | -16%[46 µM]
41 | O=C(CCSCCc1ccccn1)Nc1cc(F)ccc1F | 0% | -1.1%&1.0% | 1% | 0% | 6% | -2% | ?
42 | Cc1cc(Cl)n2c(nc3cc(F)c(F)cc32)c1C#N | 7% | ? | -1% | 5% | -58% | 9% | ?
43 | CN1CCN(C(=S)NCCc2ccccc2)CC1 | 1% | 1.2% | 5% | 11% | -13%[46.1 µM] | 4% | -11%
44 | COc1ccc(-n2c(CNC(=O)COc3ccc(Cl)cc3)n[nH]c2=S)cc1 | -3% | -1.4% | -1% | 11% | -25% | -4% | ?
45 | NC(=O)c1coc(-c2ccccc2)n1 | -5% | -1.8% | 0% | 0% | 17% | -3% | /
46 | Cc1ccc(NC(=S)N/N=C/c2c(C)[nH]c3ccccc23)cc1 | 7% | -1.1% | 5% | -23% | -50% | -2% | ?
47 | NC(=O)C1CC(=O)N(c2ccc(OCc3ccc(Cl)cc3)cc2)C1 (centres undefined) | 6% | -1.0% | -4% | 2% | -8% | 15% | 0%[46 µM]
48 | Cc1c(N=C2C(=O)Nc3ccccc32)c(=O)n(-c2ccccc2)n1C | -2% | 3.2% | -2% | -2% | -8%[46.1 µM] | -7%[38.3 µM] | -3%
49 | Cc1cc(C)cc(NC(=O)COC(=O)c2n[nH]c3ccccc23)c1 | 2% | -1.2% | -4% | 7% | -10% | 14% | /
50 | O=C(O)c1ccc([N+](=O)[O-])cc1 | 11% | / | / | 8%[21.7 µM] | / | 5% | /
51 | Cc1cccc(NC2=C(NCCO)C(=O)c3ccccc3C2=O)c1 | 0% | -0.6% | -6% | ? | -36% | 26% | -10%
52 | CCOc1ccc(N=Nc2c(=O)[nH]n3c(C)cc(C)nc23)cc1 | -10% | 4.7% | -25% | 0% | -31% | 25% | 7%

Structures listed so far that contain a cyano group:
nr | SMILES | aGal spleen mod | Epigenetic derep | KinaseGlo FLuc | CBFb RUNX1 block | NPSR antagonist | IMPase Li inh | Lamin A splicing
3 | C[C@H]1Cc2c(-c3ccccc3)nc3c(c2CO1)CN(S(=O)(=O)c1ccc(C#N)cc1)CC3 | 4%[17.5 µM] | / | -8%[7.66 µM] | 4%[13.1 µM] | / | 0% | -9%[9.22 µM]
17 | COC(=O)C1=C(C)OC(N)=C(C#N)C1c1cc2cc(C)ccc2nc1Cl (centres undefined) | -6% | -4.2% | 2% | -3% | -19% | 2% | -15%[46 µM]
42 | Cc1cc(Cl)n2c(nc3cc(F)c(F)cc32)c1C#N | 7% | ? | -1% | 5% | -58% | 9% | ?

An excerpt from above in order of formula weight, low to high:
nr | SMILES | aGal spleen mod | Epigenetic derep | KinaseGlo FLuc | CBFb RUNX1 block | NPSR antagonist | IMPase Li inh | Lamin A splicing
32 | Cc1ccc(N2CCN(/N=C/c3cccs3)CC2)cc1 | 11% | 0.0% | 0% | -2% | -10%[46.1 µM] | -4% | -14%
48 | Cc1c(N=C2C(=O)Nc3ccccc32)c(=O)n(-c2ccccc2)n1C | -2% | 3.2% | -2% | -2% | -8%[46.1 µM] | -7%[38.3 µM] | -3%
40 | COc1ccc(C(=O)N/N=C/c2sc(N3CCOCC3)nc2-c2ccccc2)cc1OC | -2% | -3.5% | -2% | -4% | -16% | 17% | -16%[46 µM]

Only part of the results is shown; count on the stated rates, not on these rows.
